RMI-FANCM inh – disruptors of RMI1/RMI2 association with MM2 peptide – biochemical, fluorescence polarization, human, primary screen; 70,000 compounds, 0.58% hits; RMI core complex with F-MM2 peptide; stronger effect = lower value; FP signal (polarization) at 33 µM; in the data active = FP signal below about 40; also: inactives centre near 61; strong numbers were not always called active; unit not given here
An asterisk follows results filed as active; & = joins results of further samples. A portion of the library; count on the stated rates, not on these rows.

SMILES | RMI-FANCM inh
COc1ccccc1-c1nnc(SCC(=O)Nc2nnc(C)s2)o1 | 73
C#CCn1c(=NC(=O)c2cc(C)nn2CC)sc2cc(C(=O)OC)ccc21 | 64
CCC(CC)C(=O)Nc1nnc(SCc2cc(=O)c(OC(=O)c3c(-c4ccccc4Cl)noc3C)co2)s1 | 58
Cc1c(C#N)c2nc3ccccc3n2c(=O)c1=CNN1C(=O)CNC1=S | 82
CCCCS(=N)(=O)CCC(N)C(=O)O (stereo unspecified) | 45
CN(C)c1ccc(CCCNC(=O)c2ccc(F)c(F)c2)cc1 | 70
O=C(NCc1ccc(F)cc1)c1cccc2nc3ccccc3nc12 | 63
NNC(=O)C(Cc1ccc(O)cc1)NC(=O)OCc1ccccc1 (stereo unspecified) | 56
COc1ccc(C)cc1S(=O)(=O)NCC(c1ccc2c(c1)OCO2)N1CCN(C)CC1 (stereo unspecified) | 58
O=C(CCCSc1ccc(NC(=O)C2CC2)nn1)NCc1ccc2c(c1)OCO2 | 75
CN(C)CCNC(=O)C(=O)Nc1cc2c3c(c1)CCN3C(=O)CC2 | 55
COC(=O)CSc1cc(C(F)(F)F)c2cc3c(cc2n1)OCO3 | 65
CCOc1cc(C(NC(=O)c2ccccc2F)NC(=O)c2ccccc2F)ccc1OC | 58
N#CC(C#N)=C(Nc1ccccn1)C(F)(F)F | 43
CCc1cccc(NC(=O)c2c(O)c3ccccc3[nH]c2=O)c1 | 68
Cc1ccccc1-c1nc(NC(=O)CSc2nc3sc4c(c3c(=O)n2-c2ccccc2)CCC4)ns1 | 77
O=S(=O)(CCc1ccccc1)NCCOc1ccc2nnc(-c3ccc(F)cc3)n2n1 | 93
C=Cc1ccccc1Br | 69
O=C(NC1CCS(=O)(=O)C1)c1cccs1 (stereo unspecified) | 52
Cc1cc(NC(=O)c2ccc(S(=O)(=O)N3CCc4ccccc4C3)cc2)no1 | 58
CN1CCN(C(CNS(=O)(=O)Cc2ccccc2)c2ccsc2)CC1 (stereo unspecified) | 66
CSc1ccccc1C(=O)Nc1c2c(nn1C)CCC2 | 63
CCCc1nc2ccccc2n1C(C)C | 68
Cc1ncoc1C(=O)Nc1ccc(Cl)cc1 | 61
O=C(Nc1ccc2scnc2c1)c1ccc(N2C(=O)CCC2=O)cc1 | 57
O=C(c1cccs1)N1CCc2ccc([N+](=O)[O-])cc2C1 | 67
COc1cc2c(cc1OC)C1C(C(=O)N3CCN(C(=O)c4ccco4)CC3)c3ccccc3C(=O)N1CC2 (stereo unspecified) | 57
CSc1nnc(CNC(=O)C23CC4CC(CC(C4)C2)C3)n1-c1ccc(C(F)(F)F)cc1 | 44
O=C(NCCN1CCOCC1)c1ccc2nccnc2c1 | 58
O=C(CCCCn1c(=O)c2ccccc2n(Cc2cccc(Cl)c2)c1=O)NCc1cccs1 | 89
Cc1ccc(CNC(=O)C(=O)NCCCc2ccc(N(C)C)cc2)cc1 | 66
COc1cccc(S(=O)(=O)NCc2ccc(C(=O)NCc3ccccn3)cc2)c1 | 75
CCN(CC)C(=O)CCNS(=O)(=O)c1cc(N(C)S(C)(=O)=O)c(C)cc1C | 66
CCOC(=O)c1c(-c2ccc(C(C)C)cc2)csc1NC(=O)CSc1nnnn1-c1ccccc1 | 64
Cc1cccc(NC(=O)c2ccc([N+](=O)[O-])s2)n1 | 60
O=C(O)COCC(=O)Nc1cc(C(F)(F)F)ccc1N1CCCC1 | 58
O=C(Nc1ccc(SCc2ccncc2)nn1)c1cccs1 | 69
CC(=C\c1ccccc1)/C=C1/SC(=Nc2ccc(F)cc2)NC1=O | 58
Cc1ccc(NC(=S)NN(C)C)cc1 | 59
CC1(C)C(=O)NCCN1C(=O)Cc1ccc2c(c1)OCO2 | 55
O=[N+]([O-])c1cc(C2OCC3(CO)COC(c4csc([N+](=O)[O-])c4)N23)cs1 (stereo unspecified) | 63
O=C(Cn1cnc(-c2ccccc2)cc1=O)Nc1ccc(OC(F)(F)F)cc1 | 78
COc1ccc(CC(=O)NCC(c2ccsc2)N2CCc3ccccc3C2)cc1 (stereo unspecified) | 65
C=CCN1C(=O)C(C)(C)COc2cc(NC(=O)COC)ccc21 | 69
Cc1nnc2ccc(N3CCN(C(=O)Cc4cccc5ccccc45)CC3)nn12 | 67
Cc1ccc(-c2csc(NC(=O)c3cc(=O)c4ccccc4o3)n2)cc1C | 63
CCOC(=O)C1CCN(c2c(C#N)cnc3ccc(Cl)cc23)CC1 | 74
CCOC(=O)c1cc(-c2ccccc2)sc1NC(=O)c1cccc([N+](=O)[O-])c1 | 56
Cc1cc(N2C(=O)C=CC2=O)no1 | 51
O=C(CC1CCCCN1S(=O)(=O)c1cccs1)Nc1ccc(Oc2ccccc2)cc1 (stereo unspecified) | 58
COc1ccc(C)cc1NC(=O)CN1CCCN(Cc2ccccc2Cl)S1(=O)=O | 67
Cc1nnc(SCC(=O)Nc2ccc(OC(F)(F)F)cc2)n(N)c1=O | 61
CC(C)(C)c1ccc(-c2nc(CSc3ccccn3)no2)s1 | 60
O=C1CN(Cc2ccccc2F)S(=O)(=O)c2ccccc2N1Cc1cccc(C(F)(F)F)c1 | 72
COc1ccc(CN(CC(=O)NCCc2ccccc2)S(=O)(=O)c2cccnc2)cc1 | 75
COc1ccc(-c2ccc(N3CCCC(C(=O)NCc4cccnc4)C3)nn2)cc1 (stereo unspecified) | 63
Cn1c(CO)nc2ccccc21 | 62
O=C(NNC(=S)NCC(Cl)Cc1cccc(C(F)(F)F)c1)c1ccccc1 (stereo unspecified) | 61
COc1ccc(CC(=O)Nc2nc(CN3CCc4ccccc4C3)cs2)cc1OC | 63
CNC(=O)c1ccsc1NC(=O)C1CCN(S(=O)(=O)c2cccs2)CC1 | 57

Brought forward from above: 4 entries, then new ones.
SMILES | RMI-FANCM inh
Cn1c(CO)nc2ccccc21 | 62
O=C(NNC(=S)NCC(Cl)Cc1cccc(C(F)(F)F)c1)c1ccccc1 (stereo unspecified) | 61
COc1ccc(CC(=O)Nc2nc(CN3CCc4ccccc4C3)cs2)cc1OC | 63
CNC(=O)c1ccsc1NC(=O)C1CCN(S(=O)(=O)c2cccs2)CC1 | 57
COc1ccc(CNC(=S)NN)cc1 | 58&53
NC(=O)c1ccc[n+]([C@@H]2O[C@H](COP(=O)([O-])OP(=O)(O)OC[C@H]3O[C@@H](n4cnc5c(N)ncnc54)[C@H](O)[C@@H]3O)[C@@H](O)[C@H]2O)c1 | 64&63
O=[N+]([O-])c1coc2ccc(OS(=O)(=O)c3cc(C(F)(F)F)cc(C(F)(F)F)c3)cc12 | 52
O=c1c2ccccc2n(Cc2nc(-c3cccc(C(F)(F)F)c3)no2)c(=O)n1CCc1ccccc1 | 163
CCOC(=O)N1CCN(C(=O)Nc2nc(CC(=O)NCc3cccnc3)cs2)CC1 | 62
CC(C)(CCl)C(=O)Nc1ccc(S(=O)(=O)N2CCC(c3nc4ccccc4[nH]3)CC2)cc1 | 55
CC(C)c1ccc(N2C(=O)C3N=NN(Cc4nc(-c5ccc6c(c5)OCO6)no4)C3C2=O)cc1 (stereo unspecified) | 64&63
N#Cc1cccc(C#N)c1N1CCN(C(=O)Nc2ccccc2)CC1 | 55
Cc1ccc(S(=O)(=O)NCc2ccsc2)cc1 | 68
COc1ccc(CCNC(=O)Cn2nc(C)c3cnn(-c4ccccc4)c3c2=O)cc1OC | 50
CCOc1ccc(CC(=O)N2CCN(c3ccc(-c4ccc(F)cc4)nn3)CC2)cc1 | 72
O=C(CSc1nc2ccccc2s1)N1CCC(Cc2ccccc2)CC1 | 59
S=C(NCc1cccs1)NNc1c(Cl)cncc1Cl | 60
O=C(Cn1nc(-c2ccccc2)c2sc(N3CCCC3)nc2c1=O)N1CCc2ccccc21 | 69
Cn1c(SCC(=O)c2ccc(Cl)cc2)nnc1-c1cnccc1C(F)(F)F | 43
Cc1noc(NS(=O)(=O)c2ccc(N/C=C(\C#N)c3nc4ccccc4n3C)cc2)c1C | 68
Cc1nc2ccc(NC(=O)c3ccc4ccccc4n3)cc2c(=O)n1-c1ccccc1 | 76
Cc1ccc(N2CC(C(=O)Nc3nnc(SCC(=O)NCC4CCCO4)s3)CC2=O)cc1C (stereo unspecified) | 59
COCC(=O)Nc1c(I)c(C(=O)NCC(O)CO)c(I)c(C(=O)N(C)CC(O)CO)c1I (stereo unspecified) | 49
COc1ccccc1CNC(=O)c1csc(Nc2ccc(S(C)(=O)=O)cc2)n1 | 67

Retrieved by structure from the list above (4):
SMILES | RMI-FANCM inh
Cc1nnc(SCC(=O)Nc2ccc(OC(F)(F)F)cc2)n(N)c1=O | 61
Cc1ccc(-c2csc(NC(=O)c3cc(=O)c4ccccc4o3)n2)cc1C | 63
Cc1cc(N2C(=O)C=CC2=O)no1 | 51
Cc1c(C#N)c2nc3ccccc3n2c(=O)c1=CNN1C(=O)CNC1=S | 82

New compounds follow
SMILES | RMI-FANCM inh
Cc1ccc(-n2c(C)nc3ccc(NS(=O)(=O)c4ccccc4F)cc3c2=O)cc1 | 61
Cc1nc(-n2nc(C(C)(C)C)cc2N)[nH]c(=O)c1C | 71
Cc1ccc(Cl)cc1NC(=O)Cc1cc(=O)[nH]c(SCc2ccc(F)cc2)n1 | 65
COc1ccc(C(N=C=S)=NCS(=O)(=O)c2ccc(C)cc2)cc1 | 61
COc1cc(OC)cc(C(CNc2ncnc3c2ncn3[C@@H]2O[C@H](CO)[C@H](O)C2O)c2ccccc2C)c1 (stereo partly specified) | 52
N#Cc1c(SCCCC(=O)N2CCc3ccccc32)nc2c(c1C(F)(F)F)CCCC2 | 103
CC(C)COc1ccc(-c2nn(-c3ccccc3)cc2C#N)cc1 | 59
NS(=O)(=O)c1ccc(CNC(=O)CCc2csc3nc(-c4ccccc4)cn23)cc1 | 62
Cc1cc(-c2nnc(NC(=O)c3ccc(Cl)s3)o2)n(C)n1 | 71
CN(C)c1ccc(/C=N\NC2=NCCN2Cc2ccccc2)c(Cl)c1 | 61
C=CCc1ccc(OCC(O)CN2C(C)CCCC2C)c(OC)c1 (stereo unspecified) | 70
COc1ccc(C2=NN(C(=S)NCc3ccccc3)C(c3cccc([N+](=O)[O-])c3)C2)cc1 (stereo unspecified) | 57
Cc1cn2c(=O)c(C(=O)NCc3cccs3)cnc2s1 | 53
O=C(CCCc1ccccc1)N1CCN(c2ncnc3c2nnn3-c2ccccc2)CC1 | 61
CCOc1ccc(NC(=O)CSc2cnc3cc(S(=O)(=O)N4CCCCC4)ccc3n2)cc1 | 112
Cn1c(SCc2nccn2Cc2ccc(Cl)cc2)nnc1C(F)(F)F | 56
CCOc1ccc(CNC(=O)C(=O)c2cn(CC(=O)N3CCOCC3)c3ccccc23)cc1OC | 56
Cc1onc(-c2ccccc2)c1C(=O)Oc1ccccc1N1CCOCC1 | 60
O=C1NC(=S)N/C1=C/c1cccc(O)c1 | 63
CN(C)/C=C1\N=C(c2ccccc2)OC1=O | 64
O=C(Nc1ccc(Nc2ccc(-n3cccn3)nn2)cc1)c1ccc(C(F)(F)F)cc1 | 51
CC1CN(c2nc(Nc3ccc(F)cc3)c3nccnc3n2)CC(C)O1 (stereo unspecified) | 53
Clc1ccc(CSc2nncc3ccccc23)cc1Cl | 51
CC(=O)Nc1ccc(S(=O)(=O)Nc2ccc(C(F)(F)F)cc2)cc1 | 58
COc1ccc(N2CCN(C(=O)c3ccc(NS(=O)(=O)c4cccc(F)c4)cc3)CC2)cc1 | 71
COc1ccc(CC(=O)Nc2ccc3c(c2)CN(S(=O)(=O)c2ccccc2)CC3)cc1 | 68
Cc1nc(-c2ccc(F)cc2)sc1CCNS(=O)(=O)c1ccccc1[N+](=O)[O-] | 57
COC(=O)c1c(NC(=O)Cc2cccc3ccccc23)sc2c1CCC2 | 79
CCOC(=O)C1CCN(C(c2cccnc2)c2c(NC(C)=O)sc3c2CCCC3)CC1 (stereo unspecified) | 59
Cn1c(=O)c2c(SCC(=O)N3CCC(Cc4ccccc4)CC3)ccnc2n(C)c1=O | 61
CC(=O)OCC(=O)[C@@]1(OC(C)=O)[C@@H](C)C[C@H]2[C@@H]3C[C@H](F)C4=CC(=O)C=C[C@]4(C)[C@@]3(F)[C@@H](O)C[C@@]21C | 61
COc1ccc(Cl)cc1NC(=O)CSc1nnc(-c2cccc(C)c2)n1N | 56
COC(=O)c1sc2nc(N)c(C#N)c(-c3ccc(Cl)cc3)c2c1N | 41
Nc1nc2[nH]c(=S)[nH]c2c(=O)[nH]1 | 59
CC#CCOC(=O)c1c(C)nc2sc3c(c2c1N)CCC(O)C3 (stereo unspecified) | 53
CCCCCCCCCCCCC(=O)NNC(=O)CC(=O)Nc1ccccc1C(=O)O | 57
O=C(Cn1cnc(-c2ccc(F)cc2)cc1=O)Nc1ccccc1Cl | 83
CSc1cccc(C(=O)Nc2cccc(C(C)=O)c2)c1 | 56
COc1cc(NC(=O)Cn2c(C)nc3c(sc4ccccc43)c2=O)cc(OC)c1 | 141
O=C(NCc1ccncc1)c1ccc(=O)n(Cc2ccc(F)cc2)n1 | 65

A different layout for 6 compounds above:
Structure	RMI-FANCM inh
COc1ccc(CC(=O)Nc2ccc3c(c2)CN(S(=O)(=O)c2ccccc2)CC3)cc1	68
Cc1nc(-c2ccc(F)cc2)sc1CCNS(=O)(=O)c1ccccc1[N+](=O)[O-]	57
COC(=O)c1c(NC(=O)Cc2cccc3ccccc23)sc2c1CCC2	79
CCOC(=O)C1CCN(C(c2cccnc2)c2c(NC(C)=O)sc3c2CCCC3)CC1 (stereo unspecified)	59
Cn1c(=O)c2c(SCC(=O)N3CCC(Cc4ccccc4)CC3)ccnc2n(C)c1=O	61
CC(=O)OCC(=O)[C@@]1(OC(C)=O)[C@@H](C)C[C@H]2[C@@H]3C[C@H](F)C4=CC(=O)C=C[C@]4(C)[C@@]3(F)[C@@H](O)C[C@@]21C	61

Remaining list, next part.
SMILES | RMI-FANCM inh
COc1ccc(Cl)cc1C(=O)NCc1nnnn1C1CCCCC1 | 55
COC(=O)c1c(NC(=O)c2ccc3c(c2)OCO3)sc2c1CCC2 | 71
COc1ccc(CNC(=O)Nc2c[nH]c3ccccc23)cc1 | 62
O=S(=O)(c1ccc2c(c1)CCO2)N1CCCc2ccccc21 | 54
